# Assay outcomes: PubChem, several laboratories
# eIF4E 4G PPI: eIF4E/eIF4G interaction inhibition in translation initiation; P63073+Q04637; TR-FRET eIF4E-eIF4GI(517-606) binding, 2 h; inhibition, % at 21.7 µM; 220,000 tested, 0.37% active;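 active = inhibition above about 30%, limit read from the data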;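 also: 0% = full FRET control wells and 100% = background wells lacking eIF4GI fragment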
# S1P4 antag: human S1P4 receptor antagonism | S1P4-expressing cells, antagonist mode, reporter read-out | inhibition, % at 4.98 µM | 220,000 tested, 0.26% active; in the data active = inhibition above about 29%;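 also: 0% = wells stimulated with agonist and 100% = vehicle wells without agonist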
# Target sequence (O95977 whole entry, looked up): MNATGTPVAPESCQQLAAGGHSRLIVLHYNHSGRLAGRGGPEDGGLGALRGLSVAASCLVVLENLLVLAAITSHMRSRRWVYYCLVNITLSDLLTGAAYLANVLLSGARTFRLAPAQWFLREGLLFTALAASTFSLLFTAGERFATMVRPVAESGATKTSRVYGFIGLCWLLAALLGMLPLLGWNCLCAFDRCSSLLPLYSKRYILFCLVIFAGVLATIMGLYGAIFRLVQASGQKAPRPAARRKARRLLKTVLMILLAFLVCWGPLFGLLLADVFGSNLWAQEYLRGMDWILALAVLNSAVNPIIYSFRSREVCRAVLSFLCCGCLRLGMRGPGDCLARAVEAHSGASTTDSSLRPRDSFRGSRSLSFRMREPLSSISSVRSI
# BaF3 parental: reduces parental Ba/F3 cell viability, JAK2V617F counter-screen; 220,000 tested, 1.1% active; CellTiter-Glo ATP luminescence; inhibition, % at 5.6 µM; AID 1486;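 active = inhibition above a per-campaign cutoff, the mean inhibition of all tested compounds plus 3 SD, cut at about 27% in these data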;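 also: 0% = DMSO wells and 100% = JAK Inhibitor I control wells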
# Ba/F3 V617F tox: lowers viability of Ba/F3 cells expressing EpoR and JAK2V617F; ATP luminescence; inhibition, % at 5.6 µM; 220,000 tested, 1.1% active;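 active = inhibition above the campaign mean plus 3 SD over all tested compounds, cut at about 24% in these data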;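 also: cytokine-independent growth of Ba/F3 cells driven by EpoR plus mutant JAK2; 0% = DMSO-treated cells and 100% = JAK inhibitor I control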
# NPY2 pot ag: human NPY-Y2 potentiation or agonism, primary screen; P49146; cells expressing NPY-Y2, potentiator/agonist read-out; activation, % at 3.6 µM; 220,000 tested, 0.45% active; AID 1359; in the data active = activation above about 27%;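 also: cells stimulated with NPY near EC25 plus isoproterenol at EC100; 0% = vehicle plus submaximal agonist and 100% = vehicle plus saturating agonist; some results beyond the cut were filed as inactive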
# Wee1 degr inh: inhibitors of human Wee1 degradation. reporter increase, % at 5 µM. 220,000 tested, 1.2% active. P30291. HeLa Luc-Wee1K328M stability, luciferase luminescence; 100% = proteasome inhibitor MG132 effect;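 active = activation above the mean of all tested compounds plus 3 SD, set per screening run, cut at about 8.8% in these data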;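 also: cells exposed to compound for 20 h before luminescence read; 0% = DMSO alone and 100% = MG132 at 30 µM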
# Target sequence (P30291 whole entry K328M): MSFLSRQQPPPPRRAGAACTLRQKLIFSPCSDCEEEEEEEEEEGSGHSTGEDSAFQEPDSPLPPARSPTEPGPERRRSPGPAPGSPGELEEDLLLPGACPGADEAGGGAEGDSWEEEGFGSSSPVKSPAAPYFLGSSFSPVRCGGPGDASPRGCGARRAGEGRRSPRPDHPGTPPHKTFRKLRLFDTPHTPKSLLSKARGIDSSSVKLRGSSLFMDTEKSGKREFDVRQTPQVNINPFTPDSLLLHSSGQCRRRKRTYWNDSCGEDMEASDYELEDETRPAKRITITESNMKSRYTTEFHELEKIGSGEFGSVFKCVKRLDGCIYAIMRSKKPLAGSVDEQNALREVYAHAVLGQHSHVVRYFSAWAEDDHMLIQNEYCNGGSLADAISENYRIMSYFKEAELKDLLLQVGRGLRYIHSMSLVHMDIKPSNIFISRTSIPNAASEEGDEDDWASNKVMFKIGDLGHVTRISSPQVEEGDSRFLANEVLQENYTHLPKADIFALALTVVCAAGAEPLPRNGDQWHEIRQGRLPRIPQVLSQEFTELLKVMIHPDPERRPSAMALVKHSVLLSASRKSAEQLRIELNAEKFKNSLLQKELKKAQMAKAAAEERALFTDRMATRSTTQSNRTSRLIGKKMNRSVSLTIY
# PERK inhibitor: human PERK inhibition, primary cell-based screen; AID 1416; Q9NZJ5; inhibition, % at 5.6 µM; 220,000 tested, 0.17% active; CHO PERK-DD fusion, SEAP luminescence translation reporter;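 active = inhibition above the mean inhibition of all tested compounds plus 3 SD, set separately per screening campaign, cut at about 2.9% in these data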;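 also: PERK kinase domain activated by AP20187 dimerizer at 100 nM; 0% = DMSO with dimerizer and 100% = rapamycin at 8.4 µM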
# S1P4 ag: activates the human S1P4 receptor; 220,000 tested, 0.35% active; activation, % at 4.98 µM; S1P4-expressing cell line, agonist reporter assay; O95977; AID 1509; in the data active = activation above about 11%;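 also: 0% = DMSO vehicle and 100% = reference agonist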
# Mdm2 ligase inh: blocks human Mdm2 ubiquitin ligase activity. AID 1230. signal enhancement, % at 5 µM. 210,000 tested, 0.11% active. Q00987. cell-based MDM2 ubiquitination luciferase reporter, 2 h; 0 = plate control, 100 = twice control, blank-subtracted;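 active = signal enhancement of 30% or more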;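 also: luminescence tracks abundance of the self-degrading MDM2-luciferase fusion protein; higher signal means inhibition of MDM2 E3 ligase activity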
#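 test system = mammalian cells stably expressing self-ubiquitinating, self-degrading MDM2 E3–luciferase fusion | quantity = 2000 cells/well | incubation = cell settling 4 h, compound treatment 2 h, both 37 °C | signal = luminescence with SteadyLite reagent, 15 min at room temperature | evaluation = % enhancement relative to plate controls after blank subtraction | benchmarks = plate controls and plate blanks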
# * marks the source's active call; other numbers are inactive results; . = no result given; [ ] = dose if it differs, or a comment. Rows were taken by chance, and some 4.1% of all compounds hit somewhere here.
SMILES,eIF4E 4G PPI,S1P4 antag,BaF3 parental,Ba/F3 V617F tox,NPY2 pot ag,Wee1 degr inh,PERK inhibitor,S1P4 ag,Mdm2 ligase inh
CCC(C)[C@H](NC(=O)Nc1cccc(OC)c1)C(=O)OC (some centres undefined),-2,-13,6,-2,-2,1,0.2,0.1,-28
C/C(=N/NC(=O)c1ccc(Br)o1)c1ccc(C)o1,16,-9,3,1,-9,-5,1.1,1.7,10
COCCNc1nc(-n2nc(C)cc2C)nc2sc3c(c12)CCCC3,18,8,8,4,-16,6,-0.5,-1.0,-19
O=c1[nH]c(CSc2nnnn2-c2ccc(Cl)cc2)nc2ccccc12,-1,-15,2,-1,2,1,-0.6,1.9,-12
CC1=NN(c2ccc(C(=O)O)cc2)C(=O)/C1=C\c1ccc(OC(=O)c2cccs2)cc1,6,-16,8,5,-4,-1,-0.1,1.7,-4
Cn1c(=O)c([N+](=O)[O-])c(Cl)c2ccccc21,-2,11,7,3,2,0,1.1,2.9,-4
O=C(Nc1cccc(O)c1)C1CCCN1C(=O)OCc1ccccc1 (centres undefined),2,-3,-3,-2,15,-2,-0.2,0.6,-6
O=Cc1ccc(OCC(=O)Nc2ccccc2-c2ccccc2)cc1,6,11,5,1,-1,5,1.0,0.3,-3
CN(C)c1ccc(P(=O)(OCc2ccccc2)C(O)c2ccccc2)cc1 (centres undefined),1,-3,-3,-1,-11,8,-1.0,-1.1,-13
CNC(=S)N/N=C(\C)c1ccc2c(c1)OCO2,-2,-10,7,-2,4,3,0.2,1.9,5

# Complete entries from above. Order of values: eIF4E 4G PPI	S1P4 antag	BaF3 parental	Ba/F3 V617F tox	NPY2 pot ag	Wee1 degr inh	PERK inhibitor	S1P4 ag	Mdm2 ligase inh
# Cn1c(=O)c([N+](=O)[O-])c(Cl)c2ccccc21 is entered as -2	11	7	3	2	0	1.1	2.9	-4
# CNC(=S)N/N=C(\C)c1ccc2c(c1)OCO2 is entered as -2	-10	7	-2	4	3	0.2	1.9	5

# Additional structures follow.
SMILES,eIF4E 4G PPI,S1P4 antag,BaF3 parental,Ba/F3 V617F tox,NPY2 pot ag,Wee1 degr inh,PERK inhibitor,S1P4 ag,Mdm2 ligase inh
COc1cccc(NC(=O)N2CCN(c3nc(-c4cccc(OC)c4)cs3)CC2)c1,-9,-3,-2,-4,-11,0,0.7,1.4,.
CNc1c(C(=O)O)ccc2c1C(=O)c1ccccc1C2=O,-1[fluorescence artefact?],-8,2,-1,10,-3,0.4,-3.3,-17
O=[N+]([O-])c1ccc(S(=O)(=O)Nc2nc3ccccc3nc2Nc2ccccc2)cc1,-1,-29,2,1,1,3,0.1,1.8,-2
Cc1cccc(NC(=O)c2cc(-c3ccco3)nc3ccccc23)n1,1,9,4,-1,-31,0,-0.9,-0.5,-11
NS(=O)(=O)c1ccc(CCNC2CC(=O)N(Cc3ccccc3)C2=O)cc1 (centres undefined),-1,-27,3,2,-6,-2,-1.1,1.0,-14
CCOC(=O)C1CCCN(C(=O)c2cc3c(-c4cccc(OC)c4)nn(C)c3s2)C1 (centres undefined),8,-1,1,1,-15,-1,-1.7,-0.7,-13
CCN(CC)CCCNC(=S)N(Cc1cccnc1)Cc1cc2cc(C)ccc2[nH]c1=O,0,10,-1,-4,-9,3,-0.1,-1.0,-6
c1ccc2nc(SCc3cn4ccccc4n3)cnc2c1,1,-4,0,0,-6,-2,0.7,2.2,-6
C#CCOCCOCCOCCNc1nc(N2CCN(C(=O)[C@H](CCC(=O)O)n3cc(C(N)CC(C)C)nn3)CC2)nc(N2CCN(C(=O)[C@H](CCC(=O)O)n3cc(C(N)[C@H](C)CC)nn3)CC2)n1 (some centres undefined),-1,8,0,-4,-20,-2,2.1,0.9,.
Cc1cc(=O)[nH]c2c(N=Nc3ccc(O)cc3)c(N)nn12,1,3,20,4,0,-2,1.4,0.1,-12
CC(C)(C)OC(=O)C1C(=O)CC(C)(O)C(C(=O)OC(C)(C)C)C1c1ccco1 (centres undefined),3,-18,0,-2,4,1,-0.4,2.4,-2
CN(C)S(=O)(=O)c1ccc(Cl)c(NC(=O)COC(=O)/C=C/c2ccco2)c1,4,-25,4,0,-8,-1,0.8,-1.5,6
CC(C)(C)S(=O)(=O)c1cnc2c(S(=O)(=O)c3ccccc3)cnn2c1N,-2,-8,1,-3,-8,0,-0.1,1.1,-16
Cc1cc(NC(=O)CSCc2ccccc2C)no1,0,-5,7,0,18,1,-0.1,-1.5,-10
CCc1cccc(NS(=O)(=O)c2ccc3c(c2)NC(=O)CC(=O)N3)c1,0,4,8,0,-2,-1,0.5,1.0,-18
Nn1cc(-c2ccccc2)nc1SCC(=O)NCCN1C(=O)CSC1=O,-1[fluorescence artefact?],-19,5,-1,5,0,-1.2,1.4,-8
CC(=O)c1ccc(Nc2c3c(c(C#N)c4nc5ccccc5n24)CCC3)cc1,5[fluorescence artefact?],-15,4,-2,-2,1,1.2,2.2,2
Cc1sc(=NC(=O)c2ccco2)n(C)c1-c1ccc(F)cc1,1[fluorescence artefact?],-17,8,0,6,3,0.2,1.6,-14
COc1cc2c(cc1OC)C(C)N(C(=O)c1cccs1)CC2 (centres undefined),-1,-16,7,1,9,-1,0.3,-0.6,-3
CCOC(=O)c1sc(=S)n(-c2ccccc2OC)c1N,0,-19,4,-1,2,0,-0.1,-0.5,-5
Cc1ccc(CNC(=O)CCn2c(=O)oc3ccccc32)cc1,2,0,0,-3,0,8,-0.2,0.6,-7
Cn1cc(Br)c(C(=O)Nc2nccs2)n1,8,-6,-1,-5,12,-1,-0.4,0.4,4
Cc1nc(-c2ccccc2)sc1-c1nnc(C2CC2)o1,1,9,-4,4,-17,-2,0.3,0.5,-9
C/C(N)=C(/C#N)C(=O)COc1ncnc2ccccc12,-6,1,-1,-2,8,1,-0.3,2.1,-4
COc1cccc(C2NC(=O)NC(C)=C2C(=O)OCCSC)c1OC (centres undefined),.,-8,1,-4,9,3,0.7,-0.7,.
Cc1ccc(Cn2nnc3c(=O)n(Cc4ccccc4C)cnc32)cc1,-6,-5,3,-5,1,-1,0.9,-1.0,-12
CC(C)CNS(=O)(=O)c1ccc(S(=O)(=O)N2CCCN(Cc3ccccc3)C2)cc1,7,-2,-4,-4,16,1,1.3,0.3,0
COc1ccc(CCNC(=O)c2cccnc2SC)cc1,-3,-7,0,2,0,0,0.2,1.2,-8
COC(=O)[C@@]1(Cc2ccc(F)cc2)[C@H]2c3cc(C(=O)N(C)C)n(Cc4nc5ccccc5[nH]4)c3C[C@H]2CN1C(=O)c1ccccc1,-5,12,7,1,24,-2,-0.6,-0.1,.
CC1(C)CC(=O)C(C=Nc2ccc(C(=O)c3ccccc3)cc2N=CC2=C(O)CC(C)(C)CC2=O)=C(O)C1,0,11,14,10,-9,-4,-0.8,2.1,-10
Cc1cc(C)nc(SCC(=O)Oc2ccc3oc(=O)cc(C)c3c2)n1,13,5,6,5,-1,-1,0.5,-2.3,-32
Cc1ccc(S(=O)(=O)n2ccc(=O)[nH]2)cc1,1,1,-4,3,-33,1,0.7,-0.3,.
CS(=O)(=O)N(Cc1ccc(Cl)cc1)c1ccc(C(=O)NCCSc2ccccn2)cc1,0,-7,9,1,7,4,-0.1,1.5,7
Cc1ccccc1/C=N/Nc1ccnc2cc(Cl)ccc12,3,-9,6,-2,7,4,0.0,1.4,-3
CCOc1ccccc1OCC(=O)OCC(=O)Nc1ncc(Cl)cc1Cl,3[fluorescence artefact?],-5,7,3,12,4,-0.9,2.0,-11
Cc1cc(C)n(CCC(=O)N=Nc2c(O)[nH]c3ccccc23)n1,2,10,-1,-1,-1,3,1.5,-0.6,-8
O=C(C1=C[C@@H](c2csc3ccccc23)C[C@@H](OCc2ccc(CO)cc2)O1)N1CCOCC1,0,8,-3,-3,13,-1,0.6,0.8,.
O=C(Nc1ccc(N2CCOCC2)cc1)c1ccc2nc(-c3ccco3)c(-c3ccco3)nc2c1,-7,-28,4,0,7,-5,-0.1,0.4,-17
O=C(NCCCl)Nc1cccc(Br)c1,1,-4,3,3,7,7,1.0,-0.5,-4
Cc1cc(C)c2c(n1)sc1c(=O)n(CC(=O)c3ccccc3)cnc12,-1,-12,0,-1,8,0,-1.0,0.3,-3
COCCNC(=O)COc1ccc(C)cc1C(=O)c1cc(C#N)c(=O)n(C2CC2)c1,5,-2,11,5,-5,-3,0.6,-1.1,-93
Clc1ccc(-c2cnc3n2CCCCC3)cc1,0,1,5,2,-8,5,0.0,-1.3,-24
Cc1c(NC(=S)NC(=O)c2ccc(-c3ccc(Cl)cc3)o2)cccc1C(=O)O,1,0,12,7,-4,-4,0.7,-0.1,4
NNC(=O)c1csc(-c2ccc(C(F)(F)F)cc2Cl)n1,-5,-13,-6,-3,-28,-2,-0.4,0.2,-6
COC(=O)[C@H](C)NC(=O)NCc1ccco1,-2,1,6,-1,2,3,2.2,2.1,-15
O=S(=O)(c1ccc(Cl)cc1)N1CCC(n2cnc3cc(C(F)(F)F)ccc32)CC1,.,14,2,4,9,-1,-1.2,3.0,.
Cc1ccc([N+](=O)[O-])cc1S(=O)(=O)NCCc1cn2ccccc2n1,-5,2,3,-4,3,7,1.1,1.5,-2
CC(C)(C)NC(=S)NC(=O)C12CCC3CC(CC(C3)C1)C2,2,2,8,0,-5,1,1.3,-0.8,-7
CCCc1cc(=O)oc2c(C)c(OS(C)(=O)=O)ccc12,.,-16,1,-2,7,5,0.4,-1.0,.
CCN(CC)C(=S)SC1CCCCN(C(=O)c2ccccc2)C1=O (centres undefined),14,17,-1,0,-5,2,-1.2,0.9,-2

# The list goes on.
SMILES,eIF4E 4G PPI,S1P4 antag,BaF3 parental,Ba/F3 V617F tox,NPY2 pot ag,Wee1 degr inh,PERK inhibitor,S1P4 ag,Mdm2 ligase inh
Cc1ccccc1N1C(=O)N(c2cccc(C(F)(F)F)c2)C2CS(=O)(=O)CC21 (centres undefined),0,6,5,4,7,3,-0.1,-1.1,-3
Cc1ccc([N+](=O)[O-])cc1N/C=C/C(=O)c1ccco1,0,-11,2,2,10,3,-0.6,0.9,2
Cc1ccc(C(=O)Nc2ccccc2C(=O)NC(Cc2c[nH]c3ccccc23)C(=O)O)cc1 (centres undefined),-1,-14,6,2,-19,-2,-0.3,-2.2,-9
CCOC(=O)C1CCN(C2CCN(Cc3nc(-c4ccccc4)no3)CC2)CC1,0,1,0,-2,4,3,0.8,0.1,-18
CCOC(=O)N=Nc1c2ccccc2c2nc3no[nH]c3nc12,-3,-8,14,4,-10,-3,1.2,1.0,-5
C/C(=N\NC(=S)NC(C)C)c1ccc(Cl)s1,-5,2,7,1,10,2,0.8,-0.6,4
Fc1nc(N2CCCC2)c(F)c(Oc2ccccc2Oc2c(F)c(F)nc(N3CCCC3)c2F)c1F,-3,-3,-1,-1,-16,-1,1.5,0.0,-14
CNC(=O)C1CC(=O)N(CCc2ccccc2)C(=Nc2ccc(OC)cc2)S1 (centres undefined),1,-17,1,-1,2,0,0.1,0.7,-11
CCCNC(=O)COC(=O)/C=C/c1cccc(F)c1,-8,21,7,1,-4,6,1.2,1.3,-12
O=S(=O)(Cc1ccccc1)Nc1ccc(S(=O)(=O)N2CCCC2)cc1,-1,-8,-1,3,-16,-1,0.0,-2.2,-10
O=C(C[n+]1cccc(NC(=O)c2ccccc2)c1)c1cccc([N+](=O)[O-])c1,-4,-15,7,1,5,0,0.6,1.6,9
COc1ccc(CN2CCN(Cc3csc(C(C)=O)c3)CC2CCO)c(C)c1C (centres undefined),4,8,8,3,7,9,0.3,0.6,-1
